Bioassay records deposited in PubChem BioAssay by several laboratories.
CRFR2-BP antag – blocks CRF-induced signaling of the CRF-BP/CRF-R2 complex; HEK293 CRF-R2/CRF-BP, CRF-induced calcium fluorescence; inhibition, % at 11.8 µM; 0.59% of 350,000 active; AID 588475;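 active means inhibition of the ligand-induced calcium signal above about 50% at the single tested concentration, limit read from the data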
CHRM5 antagonist – blocks acetylcholine activation of human M5 receptor. CHO-hM5 cells, Fluo-8 calcium fluorescence, ACh EC80. inhibition, % at 3 µM. 0.59% of 360,000 active;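 active means inhibition above a per-plate cutoff, the mean of that plate's test compounds plus 3 SD, cut at about 27% in these data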;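 further: 0% = acetylcholine EC80 with DMSO and 100% = DMSO without agonist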
M4 ag – CHRM4 agonism in calcium assay; activation, % at 3 µM; CHO-K1 hM4/Gqi5, Fluo-8 calcium fluorescence; vehicle 0%, full acetylcholine response 100%; P08173; 0.14% of 360,000 active;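 active means activation above the run mean over all test wells plus 3 SD, cut at about 32% in these data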;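 further: peak over basal fluorescence ratio per well then scaled between controls; 0% = DMSO wells and 100% = acetylcholine at EC100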
Target sequence (P08173 whole entry, looked up): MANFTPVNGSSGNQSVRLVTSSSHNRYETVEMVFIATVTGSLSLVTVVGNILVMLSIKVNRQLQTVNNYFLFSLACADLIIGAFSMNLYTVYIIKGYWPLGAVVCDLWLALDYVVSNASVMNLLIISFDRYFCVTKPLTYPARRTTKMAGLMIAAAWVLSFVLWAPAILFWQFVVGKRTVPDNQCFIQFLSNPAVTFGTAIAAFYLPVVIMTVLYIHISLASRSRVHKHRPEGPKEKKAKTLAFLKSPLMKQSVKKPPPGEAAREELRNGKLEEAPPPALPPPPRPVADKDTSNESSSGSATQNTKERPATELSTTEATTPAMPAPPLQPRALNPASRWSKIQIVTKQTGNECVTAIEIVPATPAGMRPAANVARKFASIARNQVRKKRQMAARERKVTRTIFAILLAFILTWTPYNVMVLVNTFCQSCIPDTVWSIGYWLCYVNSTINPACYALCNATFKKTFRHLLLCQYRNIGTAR
M4 antag – CHRM4 antagonism in calcium assay. P08173. CHO-hM4 cells, ACh EC80, Fluo-8 calcium fluorescence. inhibition, % at 3 µM. 0.73% of 360,000 active. AID 624125;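 active means inhibition above its plate's cutoff, the mean inhibition of sample wells plus 3 SD, cut at about 27% in these data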;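 further: 0% = acetylcholine EC80 with DMSO and 100% = DMSO without agonist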
CRFR2-BP ag – agonists of human CRF-binding protein/CRF-R2 receptor complex | HEK293 CRF-R2/CRF-BP, calcium dye fluorescence (FLIPR); percent of saturating CRF peptide response | activation, % at 13.2 µM | 0.46% of 350,000 active | AID 588473;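 active means activation of at least 50%, plus an integration ratio under a set limit after plate pattern correction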;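 further: plate controls were neutral control wells without compound for no effect and CRF at EC100 for full effect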
M4 PAM – potentiates acetylcholine response at human M4 receptor; P08173; CHO-K1 hM4/Gqi5, Fluo-8 calcium fluorescence, ACh EC20; 0% = ACh EC20, 100% = maximal ACh; activation, % at 3 µM; 0.4% of 360,000 active;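 active means activation above its plate's cutoff, the mean activation of sample wells plus 3 SD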; further: some results filed as inactive read as strong as hits
CHRM5 PAM – positive allosteric modulators of human muscarinic M5 receptor. CHO-K1 hM5, Fluo-8 calcium, ACh EC20 PAM; 0% = ACh EC20, 100% = ACh EC100. AID 624038. activation, % at 3 µM. 0.3% of 360,000 active. P08912;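 active means activation above the run cutoff, the mean activation of all test compounds plus 3 SD, cut at about 18% in these data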
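system = human M5 receptor in CHO-K1 cells | compound = one concentration, 3 µM final (nominal) | schedule = Post-acetylcholine fluorescence recording 140 s | signal = Fluo-8 calcium dye fluorescence, kinetic read | benchmarks = low control EC20 acetylcholine (0%), high control EC100 acetylcholine (100%) | repeats = singlicate, one well per test compound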
CHRM1 PAM – positive allosteric modulators of human M1 muscarinic receptor; 0.088% of 360,000 active; activation, % at 3 µM; CHO-K1 hM1, Fluo-8 calcium fluorescence, ACh EC20; 0% = ACh EC20, 100% = maximal ACh; AID 588819; P11229; in the data active means activation above about 19%, passing the limit was not always enough
Target sequence (P11229 whole entry, looked up): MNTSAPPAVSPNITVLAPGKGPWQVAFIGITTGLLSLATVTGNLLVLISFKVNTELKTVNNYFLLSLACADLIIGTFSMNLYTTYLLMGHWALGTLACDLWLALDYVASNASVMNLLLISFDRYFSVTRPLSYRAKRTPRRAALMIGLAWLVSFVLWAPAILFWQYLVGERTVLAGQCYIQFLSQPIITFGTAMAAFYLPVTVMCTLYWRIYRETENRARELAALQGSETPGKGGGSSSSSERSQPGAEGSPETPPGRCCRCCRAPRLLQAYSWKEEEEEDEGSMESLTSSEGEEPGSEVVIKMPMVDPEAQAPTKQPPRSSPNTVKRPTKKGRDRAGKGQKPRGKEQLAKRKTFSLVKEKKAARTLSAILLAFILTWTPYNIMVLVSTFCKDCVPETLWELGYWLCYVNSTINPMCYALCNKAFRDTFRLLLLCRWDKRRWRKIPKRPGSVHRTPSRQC
M5 ag – CHRM5 agonism in calcium assay; CHO-K1 hM5 cells, Fluo-8 calcium fluorescence; 0% DMSO wells, 100% maximal acetylcholine response; 0.19% of 360,000 active; activation, % at 3 µM;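 active means activation above the run's mean over test compounds plus 3 SD, cut at about 23% in these data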;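 further: signal is peak over basal fluorescence ratio across the kinetic read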
An asterisk follows results filed as active; nt = no result given.

SMILES	CRFR2-BP antag	CHRM5 antagonist	M4 ag	M4 antag	CRFR2-BP ag	M4 PAM	CHRM5 PAM	CHRM1 PAM	M5 ag
COc1cc(/C=C(\C#N)c2nc3ccccc3[nH]2)cc(Br)c1OCc1ccccc1	-42	5	0	1	3.0	-13	-4	1	-2
Cc1ccc(-n2c(C)cc(C(=O)COC(=O)c3ccc[nH]c3=O)c2C)cc1	30	-10	0	-15	-3.6	15	4	6	-3
Cc1ccccc1OCC(O)COc1ccccc1C	-13	17	1	1	2.5	2	4	3	-5
O=C(CNC(=O)c1ccc(S(=O)(=O)N2CCCC2)cc1)N/N=C/c1c(Cl)cccc1Cl	-10	6	17	-1	-0.7	-13	-11	-13	7
COc1ccc(S(=O)(=O)NCCSCc2cccs2)cc1	17	-4	1	-3	-2.2	9	-2	0	0
CCC(=O)Nc1ccc(Cl)c(-c2nc3ncccc3o2)c1	-1	-9	3	4	4.0	-3	3	5	1
COc1ccccc1/C=C1\SC(=S)N(NS(=O)(=O)c2ccc(C)cc2)C1=O	6	9	4	7	6.5	2	-3	8	-4
Cc1cccc(NC(=O)CSc2nc(=O)n(CCCN3CCOCC3)c3c2CCCC3)c1C	2	-10	2	-7	-0.3	1	4	9	0
CCOC(=O)C(C(=O)OCC)C(C(=O)OCC)N1CCOCC1 (configuration not stated)	19	7	0	4	-3.1	2	2	3	0
Cc1nn(C2CCS(=O)(=O)C2)c(Cl)c1/C=C/C(=O)OCC(N)=O (configuration not stated)	7	3	1	-10	-0.7	-5	6	7	-1
COc1ccc(NC(=O)COC(=O)c2ccc(O)cc2)c([N+](=O)[O-])c1	-3	12	3	0	-0.6	4	-7	2	1
CCC(Cc1ccccc1)NCc1c(C(=O)O)c(C)n(Cc2ccccc2)c1C (configuration not stated)	6	20	2	-2	-1.6	3	-4	5	-7
COc1ccc(OC)c(/C=C2\S/C(=N/NC(=O)c3ccc4ccccc4c3)NC2=O)c1	38	-1	0	6	2.2	-2	1	12	-1
c1nc(Nc2ccc(N3CCOCC3)cc2)c2ccsc2n1	-5	15	3	-6	-0.4	-6	-14	1	0
COc1ccc(C(=O)NCCC2=CCCCC2)cc1[N+](=O)[O-]	-6	9	1	4	-2.8	-3	-2	-1	-5
N#CCC(=N)N1CCN(c2ccccc2)CC1	-6	9	1	2	-2.2	0	-1	0	2
Cc1ccc(C(NC(=O)C2CCN(CCCOc3ccccc3)CC2)c2ccccn2)cc1 (configuration not stated)	nt	17	1	-3	nt	-1	-3	-7	-2
COc1ccc(NC(=O)CNS(=O)(=O)c2ccc(Cl)cc2)cc1OC	1	5	0	8	-0.2	-5	-5	-6	1
CC(C)CCC(=O)N1CCC(N2CCC(C(=O)NCc3ccccn3)CC2)CC1	4	8	1	-6	2.2	-3	-5	1	-5
COc1ccccc1Cc1nnc(NC(=O)C2CCN(C(=O)c3ccco3)CC2)s1	-2	8	2	-2	1.5	0	0	11	1
COc1ccc2[nH]c(=S)[nH]c2c1	-22	2	0	-4	0.9	-2	-34	1	1
CCOC1=C2[C@H](c3ccc(CC)cc3)N(S(=O)(=O)c3ccc(C)cc3)C[C@H]2C(C#N)(C#N)C(C#N)(C#N)C1	nt	2	-1	14	nt	-4	3	-9	-2
CCCCn1c(=O)n(C)c(=O)c2c(C(F)(F)F)cc(-c3ccncc3)nc21	-13	2	1	7	-1.0	4	5	3	-2
O=C(CCc1nc(-c2ccccc2)no1)NCc1ccco1	0	-9	1	-3	0.0	3	-2	-2	-1
O=C(N/N=C/c1ccc(Cl)s1)c1ccccc1[N+](=O)[O-]	-13	12	12	-6	0.2	-38	-18	-4	-7
O=c1c2ccccc2c(-c2n[nH]c(=S)o2)nn1Cc1ccccc1	17	-4	-2	-5	-1.0	0	0	7	1
O=C(Nc1ccc2c(c1)OCO2)c1cncc(Br)c1	-32	-1	0	-3	-1.6	6	-3	2	3
CCc1nn(CC(=O)NCCCN2CCN(C)CC2)c(=O)c2cc3sccc3n12	-9	-2	1	-7	0.4	-4	6	11	-3
O=S(=O)(c1ccc(F)cc1)c1nc(-c2ccccc2F)oc1N1CCCCC1	48	-5	1	4	0.3	3	5	9	-1
C=CCNc1cc(N2CCCC2)ccc1[N+](=O)[O-]	-1	-9	-2	-17	0.1	10	-1	-3	-10
CCCCC1=CC2=C(c3ccco3)C(=O)C(C)(OC(=O)c3ccc(OC)cc3)C(=O)C2=CN1c1ccccc1 (configuration not stated)	2	13	5	2	4.7	5	4	15	4
CCC(=O)Nc1cccc(NC(=O)CSc2nnc(-c3ccc(NS(C)(=O)=O)cc3)n2CC)c1	-2	-1	0	7	0.8	12	5	14	1
CCN(c1ccc(OC)cc1)S(=O)(=O)c1nnc(NC(=O)C(C)C)s1	10	1	0	-16	-0.9	1	0	10	-7
CC12CCC(C(=O)NCCCN3CCOCC3)(OC1=O)C2(C)C (configuration not stated)	4	6	0	-6	0.8	3	-1	-1	4
Cc1ccc(CNC(=O)Cc2cn(C)c3ccccc23)cc1	-9	10	0	5	-0.8	-7	-2	8	-7
Cc1occc1C(=O)Nc1cnn(CCCC(=O)O)c1	2	17	0	-2	-0.3	5	-14	1	-7
Cc1cc2c(c(=O)o1)C(C13C=CC(CC1)C3)C(C#N)=C(N)O2 (configuration not stated)	19	-3	1	2	-0.2	4	4	-1	-3
CCC(CC)C(=O)N(C)c1c(C)nc2c(OCCOc3ccc(F)cc3)cccn12	nt	-2	5	-12	nt	-3	-4	-7	-1
N#CC1(NC(=O)COC(=O)c2nccnc2N)CCCCC1	-7	5	0	-3	2.6	-7	-2	-1	-1
CCO/C=C/C(O)(CNC(=O)c1ccc(C(C)(C)C)cc1)C(F)(F)F (configuration not stated)	-27	6	3	1	0.4	-9	-13	-2	-4
C/C(=N\N=C(/C)c1cccc(N)c1)c1cccc(N)c1	6	7	1	1	0.4	4	4	18	-4
CS(=O)(=O)n1nc(NCc2cccs2)nc1NCc1cccs1	21	5	1	6	2.3	-1	-1	7	0
C/C(CC(=O)N1CCN(C=O)CC1)=N\NC(=O)c1cc2ccccc2cc1O	-22	7	2	8	3.4	-6	-5	-3	2
Cn1cc(CNC(=O)C2CCC(=O)N(Cc3ccccc3F)C2)cn1 (configuration not stated)	3	-9	0	-11	0.9	20*	8	26*	-4
NNC(=O)Cc1cccc2ccc(Cl)cc12	4	-10	0	-1	-2.2	-2	0	-2	-1

Whole records as entered above:
COc1ccc(OC)c(/C=C2\S/C(=N/NC(=O)c3ccc4ccccc4c3)NC2=O)c1 as listed: CRFR2-BP antag = 38; CHRM5 antagonist = -1; M4 ag = 0; M4 antag = 6; CRFR2-BP ag = 2.2; M4 PAM = -2; CHRM5 PAM = 1; CHRM1 PAM = 12; M5 ag = -1
COc1ccccc1/C=C1\SC(=S)N(NS(=O)(=O)c2ccc(C)cc2)C1=O as listed: CRFR2-BP antag = 6; CHRM5 antagonist = 9; M4 ag = 4; M4 antag = 7; CRFR2-BP ag = 6.5; M4 PAM = 2; CHRM5 PAM = -3; CHRM1 PAM = 8; M5 ag = -4

Next section.
SMILES	CRFR2-BP antag	CHRM5 antagonist	M4 ag	M4 antag	CRFR2-BP ag	M4 PAM	CHRM5 PAM	CHRM1 PAM	M5 ag
CN(CC(=O)Nc1ccc(F)cc1)C(=O)c1cccc(S(=O)(=O)N2CCN(c3ccc(F)cc3)CC2)c1	10	9	9	1	-0.1	-8	-11	-2	3
O=C(NCc1cccnc1)c1cc(S(=O)(=O)N2CCOCC2)c(Cl)cc1Cl	-5	0	1	-11	0.5	6	8	11	0
COc1ccc(CNC(=O)CN2CCN(c3ccc(F)cc3)CC2)cc1	58*	6	2	-5	-2.5	7	0	9	-3
NC(=O)c1ccc(NC(=O)COC(=O)c2ccc3c(c2)OCO3)cc1	-2	0	2	9	-1.0	-4	-2	-4	2
O=C(CNC(=O)c1cc(Cl)cc([N+](=O)[O-])c1)OCC(=O)N1CCCCC1	3	6	1	-1	0.0	5	-2	4	2
Cc1ccc(NC(=O)C2(C)CCN2C(=O)C2(c3ccc(Cl)cc3)CC2)cc1 (configuration not stated)	nt	-3	0	2	nt	-4	-6	-10	-3
O=C(COc1ccc([N+](=O)[O-])cc1)Nc1cc(S(=O)(=O)N2CCCCC2)ccc1N1CCCCC1	-5	3	0	-2	3.8	0	5	3	-2
COc1ccc(N(CC(=O)NCCc2ccc(OC)c(OC)c2)S(=O)(=O)c2ccc(OC)c(OC)c2)cc1	2	-7	2	-22	-4.8	-4	-1	0	-2
CC1(C)CC2CC(C)(CN2C(=O)NC(=O)c2ccccc2)C1 (configuration not stated)	0	-3	0	5	-0.3	-1	-2	0	1
O=[N+]([O-])c1cc(S(=O)(=O)N2CCCC2)ccc1N/N=C/c1cccs1	13	1	0	2	-1.6	-3	10	4	-3
Fc1nc(F)c(F)c(NCCCNc2c(F)c(F)nc(F)c2F)c1F	24	1	5	2	-2.6	-16	-9	-24	-5
O=C(CSc1nnc(CNC(=O)c2ccccc2F)o1)Nc1cccc(C(F)(F)F)c1	2	6	8	0	-0.7	-7	-5	7	-1
CC(C)CC1NC(=O)N(CC(=O)NC2CCCCC2)C1=O (configuration not stated)	2	3	1	5	-0.5	2	2	3	0
Cc1cn([C@H]2C[C@H](O)[C@@H](CCC(=O)NCCc3c[nH]c4ccccc34)O2)c(=O)[nH]c1=O	-4	-2	0	10	-3.6	-3	0	6	1
Cc1ccc(Nc2nc(C)cc(C)c2C(N)=O)cc1	12	2	1	-13	1.3	15	2	7	-4
COc1cccc(OC)c1/C(O)=C(\C#N)c1nc2ccccc2[nH]1	7	2	1	-6	0.1	6	-3	4	1
CCc1cccc(NC(=O)CCNS(=O)(=O)c2cc(Br)cnc2N)c1	-14	5	6	5	-0.9	-1	-3	-1	-5
O=S1(=O)NC2CCCCCN2c2ccc(F)cc21 (configuration not stated)	-3	-3	0	4	-0.5	-6	5	2	-4
COc1ccc(S(=O)(=O)NCCSC(C)(C)C)c(Cl)c1Cl	-6	3	1	-16	3.4	0	-9	0	-7
Cc1cccc(C)c1NC(=O)C(c1cccs1)N(Cc1ccco1)C(=O)Cn1nnc2ccccc21 (configuration not stated)	-15	-11	5	-1	-0.3	4	-3	-5	-5
Cc1ccc(CNS(=O)(=O)/C=C/c2ccc3c(c2)OCO3)cc1	-14	-6	3	0	0.2	0	5	1	-11
CN(C1CCCCC1)S(=O)(=O)c1ccc(Cl)c(C(=O)O)c1	-13	-4	0	-5	-5.0	8	4	3	-1
Cc1cc(NC(=O)C2COc3ccccc3O2)no1 (configuration not stated)	-21	0	0	-2	-1.5	-5	2	-3	0
CNC(=S)Nc1cc(Cl)ccc1Oc1ccccc1	18	7	4	-13	-1.7	-4	-6	3	-6
CCOC(=O)C1CCCN(C2=NC(=O)/C(=C/c3ccc(OC)c(OC)c3)S2)C1 (configuration not stated)	14	-2	0	-4	-2.4	4	0	5	-2
Cc1cc(C)cc(Oc2nc3ccccn3c(=O)c2/C=C(\C#N)C(=O)NC2CCS(=O)(=O)C2)c1 (configuration not stated)	-7	18	1	3	-0.5	-1	-6	3	-3
COC(=O)c1ccccc1NC(=O)CSc1nnc(-c2ccoc2C)n1C	14	-2	1	5	-1.7	6	1	9	-7
